CHRM5 PAM – potentiates acetylcholine response at human M5 receptor; P08912; CHO-K1 hM5, Fluo-8 calcium, ACh EC20 PAM; 0% = ACh EC20, 100% = ACh EC100; activation, % at 3 µM; 0.3% of 360,000 active; AID 624038;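 active = activation above the run cutoff, the mean activation of all test compounds plus 3 SD, cut at about 18% in these data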
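Test system: CHO-K1 hM5 cells / Doses: single-point, 3 µM nominal / Times: Post-acetylcholine fluorescence recording 140 s / Technique: Fluo-8 calcium fluorescence / Measure: Max/basal fluorescence ratio as % of EC20–EC100 ACh window / Benchmarks: low control EC20 acetylcholine (0%), high control EC100 acetylcholine (100%) / Replicates: one well per compound, no replicates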
M5 antag – blocks acetylcholine activation of human M5 receptor; P08912; CHO-hM5 cells, Fluo-8 calcium fluorescence, ACh EC80; inhibition, % at 3 µM; 0.59% of 360,000 active;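 active = inhibition above a per-plate cutoff, the mean of that plate's test compounds plus 3 SD, cut at about 27% in these data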;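 also: 0% = acetylcholine EC80 with DMSO and 100% = DMSO without agonist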
IDE inh – inhibitors of human insulin-degrading enzyme in cells. HEK cells, FAbetaB cleavage, fluorescence polarization. inhibition, % at 5.59 µM. 0.41% of 320,000 active;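 active = percent inhibition above the average of all tested compounds plus 3 SD, set per screening campaign, cut at about 16% in these data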;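 also: IDE supplied by intact live HEK cells; FP after avidin binding of uncleaved biotin substrate so inhibition keeps polarization high; 0% = DMSO wells and 100% = 60 µM reference IDE inhibitor Ii1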
Target sequence (P14735 whole entry, looked up): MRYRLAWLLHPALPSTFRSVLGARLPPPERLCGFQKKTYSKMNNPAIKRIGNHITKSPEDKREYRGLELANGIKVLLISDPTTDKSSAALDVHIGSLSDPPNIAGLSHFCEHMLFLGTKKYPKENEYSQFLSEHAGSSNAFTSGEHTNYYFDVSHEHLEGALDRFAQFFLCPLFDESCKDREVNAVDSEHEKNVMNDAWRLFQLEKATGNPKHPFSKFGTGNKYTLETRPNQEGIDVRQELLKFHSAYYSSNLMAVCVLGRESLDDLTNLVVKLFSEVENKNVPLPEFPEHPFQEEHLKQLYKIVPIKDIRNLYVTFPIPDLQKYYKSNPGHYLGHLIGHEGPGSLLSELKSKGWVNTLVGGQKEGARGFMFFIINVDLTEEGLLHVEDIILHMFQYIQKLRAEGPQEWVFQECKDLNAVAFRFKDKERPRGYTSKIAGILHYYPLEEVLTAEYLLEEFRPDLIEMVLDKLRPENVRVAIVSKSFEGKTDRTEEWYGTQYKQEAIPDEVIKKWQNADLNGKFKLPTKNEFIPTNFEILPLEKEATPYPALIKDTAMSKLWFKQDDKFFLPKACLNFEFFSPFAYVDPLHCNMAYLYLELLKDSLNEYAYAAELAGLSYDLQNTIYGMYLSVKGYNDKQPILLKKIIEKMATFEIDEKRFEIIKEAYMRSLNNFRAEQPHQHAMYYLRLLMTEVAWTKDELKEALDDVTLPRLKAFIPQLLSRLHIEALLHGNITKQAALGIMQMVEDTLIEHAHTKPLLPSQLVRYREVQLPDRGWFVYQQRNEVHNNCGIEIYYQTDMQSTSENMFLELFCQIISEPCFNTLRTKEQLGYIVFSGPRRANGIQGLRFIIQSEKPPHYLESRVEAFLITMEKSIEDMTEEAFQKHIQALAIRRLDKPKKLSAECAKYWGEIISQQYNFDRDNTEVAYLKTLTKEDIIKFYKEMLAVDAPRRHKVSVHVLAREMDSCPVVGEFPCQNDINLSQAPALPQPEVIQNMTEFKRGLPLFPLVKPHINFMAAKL
CRFBP-R2 block – CRF-BP/CRF-R2 complex antagonism | HEK293 CRF-R2/CRF-BP, CRF-induced calcium fluorescence | inhibition, % at 11.8 µM | 0.59% of 350,000 active;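 active = inhibition of the ligand-induced calcium signal above about 50% at the single tested concentration, limit read from the data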
M5 ag – agonists of human muscarinic M5 receptor (CHRM5) | AID 624037 | P08912 | 0.19% of 360,000 active | activation, % at 3 µM | CHO-K1 hM5 cells, Fluo-8 calcium fluorescence; 0% DMSO wells, 100% maximal acetylcholine response;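 active = activation above the run's mean over test compounds plus 3 SD, cut at about 23% in these data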;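 also: signal is peak over basal fluorescence ratio across the kinetic read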
CHRM4 antagonist – CHRM4 antagonism in calcium assay; CHO-hM4 cells, ACh EC80, Fluo-8 calcium fluorescence; inhibition, % at 3 µM; 0.73% of 360,000 active; AID 624125;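 active = inhibition above its plate's cutoff, the mean inhibition of sample wells plus 3 SD, cut at about 27% in these data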;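 also: 0% = acetylcholine EC80 with DMSO and 100% = DMSO without agonist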
CHRM4 agonist – CHRM4 agonism in calcium assay | 0.14% of 360,000 active | activation, % at 3 µM | P08173 | CHO-K1 hM4/Gqi5, Fluo-8 calcium fluorescence; vehicle 0%, full acetylcholine response 100% | AID 624127;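 active = activation above the run mean over all test wells plus 3 SD, cut at about 32% in these data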;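 also: peak over basal fluorescence ratio per well then scaled between controls; 0% = DMSO wells and 100% = acetylcholine at EC100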
CRFR2-BP ag – CRF-BP/CRF-R2 complex agonism; 0.46% of 350,000 active; AID 588473; activation, % at 13.2 µM; HEK293 CRF-R2/CRF-BP, calcium dye fluorescence (FLIPR); percent of saturating CRF peptide response;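 active = activation of at least 50%, plus an integration ratio under a set limit after plate pattern correction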;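 also: plate controls were neutral control wells without compound for no effect and CRF at EC100 for full effect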
M4 PAM – potentiates acetylcholine response at human M4 receptor; P08173; CHO-K1 hM4/Gqi5, Fluo-8 calcium fluorescence, ACh EC20; 0% = ACh EC20, 100% = maximal ACh; activation, % at 3 µM; 0.4% of 360,000 active; AID 624126;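 active = activation above its plate's cutoff, the mean activation of sample wells plus 3 SD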; also: some results filed as inactive read as strong as hits
* = called active by the depositor; nt = not tested or not shown.

SMILES	CHRM5 PAM	M5 antag	IDE inh	CRFBP-R2 block	M5 ag	CHRM4 antagonist	CHRM4 agonist	CRFR2-BP ag	M4 PAM
COCCNC(=O)C1CCN(S(=O)(=O)c2ccc3c(c2)OCCO3)CC1	1	1	-1	8	0	1	1	0.5	5
O=C(Nc1ccc(C(=O)N2CCCC(CO)C2)cc1)c1ccc(Br)o1 (stereo not given)	8	0	1	-3	2	-4	1	0.7	12
NC(=O)NOCc1c(F)cccc1Cl	-9	14	0	17	0	-3	14	-0.2	-4
CC1=CC(C)(C)N2C(=O)C3(C(C#N)=C(N)Oc4cc(C)oc(=O)c43)c3cc(C)cc1c32 (stereo not given)	-7	2	8	-5	-1	10	0	2.5	-2
COc1ccc(S(=O)(=O)NC2CCCC2)cc1Br	-1	8	-2	3	-8	1	1	-0.2	1
COc1ccc(S(=O)(=O)Nc2ccc(F)cc2F)cc1C(=O)N1CCOCC1	-1	4	3	-8	-2	-24	0	-1.3	0
CCCNC(=O)COc1ccc(S(=O)(=O)Nc2ccc(C)cc2)cc1	-8	2	5	-42	4	-3	4	13	7
CC(=O)NC1=CC(=C[N+](=O)[O-])C=C1O	3	-3	nt	-10	4	-16	0	-1.7	4
COc1ccc(NC(=O)COc2cccc3c2CCN(Cc2cccnc2)C3=O)c(OC)c1	-12	19	6	15	-6	6	12	1.0	-10
O=C(CSc1oc(-c2ccco2)nc1S(=O)(=O)c1ccc(Cl)cc1)NCC1CCCO1 (stereo not given)	-1	1	-3	-7	2	-4	1	2.0	-4
COc1ccc(CC(N)c2csc(NC(=O)CCc3ccccc3)n2)cc1 (stereo not given)	-5	5	nt	nt	6	6	24	nt	-9
Cc1cc(C)cc(OCC(=O)OC/C(O)=C(\C#N)c2nc3ccccc3[nH]2)c1	-4	9	0	7	3	3	2	-1.1	-1
COc1ccc(Cl)cc1C(=O)NCc1cnn(C)c1C	2	3	7	9	-5	5	0	0.0	-1
CCOC(=O)N1CCN(C(=O)c2ccccc2-c2ccccc2)CC1	5	4	-3	7	-8	-6	-1	-2.8	0
C/C(=C\c1ccc2c(c1)OCO2)C(=O)c1c(C)cc(C)[nH]c1=O	7	3	3	3	-4	-20	1	-0.8	9
CNc1nnc(-c2ccc(OC)cc2)s1	2	6	-9	-14	1	4	1	-0.5	0
Clc1ccc(/C=N/Nc2ncnc3nc[nH]c23)cc1	7	-5	-1	-7	-5	12	0	-0.1	14
Cc1ccc(C(=O)NCCSc2snnc2C)cc1	1	2	0	-11	-8	-1	0	-0.1	19
CC1=C(C(=O)Nc2ccccc2)C(c2ccco2)NC(=O)N1 (stereo not given)	-5	2	1	0	3	0	0	-3.5	-2
CC(=O)Nc1ccc(S(=O)(=O)Nc2nccc(/C=C/c3ccccc3F)n2)cc1	6	-15	-1	-5	3	-6	1	-0.4	6
COc1cc(OC)c(C(=O)OCC(=O)Nc2cccc(S(=O)(=O)NC3=NCCCCC3)c2)cc1OC	3	8	nt	11	-1	-6	3	-0.4	4
CCCSc1nc(SCC(=O)NCc2ccccc2)c2c3c(sc2n1)COC(C)(CC)C3 (stereo not given)	-7	11	4	3	0	4	1	-0.4	1
O=C(Nc1cccc2cccnc12)c1ccc(Cl)cc1Cl	-6	11	6	-6	-2	4	10	-0.5	-1
CC(Oc1ccc(Cl)cc1Cl)C(=O)NNC(=O)c1ccncc1 (stereo not given)	4	8	4	4	-1	-11	2	0.2	0
COC(=O)c1c(NC(=S)Nc2cc(OC)c(Cl)cc2OC)sc2c1CCCCC2	3	-2	0	-15	1	10	-1	0.2	1
N#CCOc1ccccc1/C=N/n1nnnc1N	0	4	6	13	-3	6	1	0.8	3
COc1ccccc1CC(=O)Nc1ccc(-c2noc(COc3ccc(Cl)c(C)c3)n2)cc1	3	1	-3	8	-3	-11	1	3.5	5
O=c1cccccc1NCc1ccccc1	1	1	12	2	0	13	1	0.2	-6
C=CC[C@H](CC(=O)NCCO)C(=O)NCCOC(=O)[C@@H](CC=C)CC(=O)OC(C)(C)C	1	0	1	-10	3	4	2	-0.6	2
O=C(NCc1ccccc1Cl)c1csc2c1CCCCC2	-3	4	3	4	-13	1	-1	-0.4	-2

Compound profiles, from the list above. Order of screens: CHRM5 PAM	M5 antag	IDE inh	CRFBP-R2 block	M5 ag	CHRM4 antagonist	CHRM4 agonist	CRFR2-BP ag	M4 PAM
`COc1ccccc1CC(=O)Nc1ccc(-c2noc(COc3ccc(Cl)c(C)c3)n2)cc1` is entered as 3	1	-3	8	-3	-11	1	3.5	5
`CC1=C(C(=O)Nc2ccccc2)C(c2ccco2)NC(=O)N1` (stereo not given) is entered as -5	2	1	0	3	0	0	-3.5	-2

Next structures follow:
SMILES	CHRM5 PAM	M5 antag	IDE inh	CRFBP-R2 block	M5 ag	CHRM4 antagonist	CHRM4 agonist	CRFR2-BP ag	M4 PAM
NC(=O)c1ccc(NC(=O)COC(=O)C23CC4CC(CC(C4)C2)C3)cc1	0	-6	nt	-6	1	-1	1	-1.5	4
COC(=O)Cn1c(CCC(=O)O)ccc1-c1ccccc1	-7	-2	-2	8	4	-2	1	-1.2	-7
COC(=O)c1ccn(CC(=O)NC2CCCCC2)n1	9	-17	7	-14	-1	-12	1	-0.3	6
O=C(COc1ccccc1F)NNC(=O)c1ccc2c(=O)n3c(nc2c1)CCC3	4	8	-2	-10	0	-15	1	2.3	9
CN(C)C(=O)c1ccc(NC(=O)CN2CCc3cc4c(cc3C2)OCCCO4)cc1	6	-11	9	-12	-4	-8	3	-0.8	2
Cc1ccc(C2C(C(=O)c3ccco3)=C(O)C(=O)N2c2ncccn2)cc1 (stereo not given)	11	-10	-4	-13	-2	4	0	0.4	0
Cc1ccc(/C=C2/C(=O)N(c3ccccc3)C(=S)N2C)o1	-2	1	2	7	-1	9	1	-1.8	4
Nc1ccn([C@@H]2O[C@H](CNCc3cccc4c3sc3ccccc34)[C@@H](O)[C@H]2O)c(=O)n1	3	-3	nt	5	-1	-7	0	11	6
CC(C)C(=O)Nc1cccc(NC(=S)NC(=O)c2ccc3c(c2)OCO3)c1	-5	8	-3	-2	-6	-9	2	1.1	4
CCOC(=O)N1CCN(CC(O)COCc2ccccc2)CC1 (stereo not given)	0	-7	-1	2	-14	-3	0	0.0	-3
O=C(NNC(=O)c1ccc(S(=O)(=O)N2CCCCC2)cc1)c1ccc(F)cc1	2	-11	0	3	1	-13	4	-0.8	-4
O=C(C[C@H]1CC[C@@H](NC(=O)Nc2ccc3c(c2)OCO3)[C@@H](CO)O1)NCc1ccccc1	-2	8	nt	nt	1	-1	1	nt	5
Cc1nn(C)c(C)c1NC(=O)CCSc1nc(-c2ccco2)cc(C(F)(F)F)n1	-1	-2	4	-2	-3	3	3	-0.7	10
CC(=O)NC(CC(=O)Nc1nc(C)cs1)c1ccccc1 (stereo not given)	3	8	-2	11	-1	-4	1	-1.7	-3
COc1ccc(/C=C/C(=O)NC(=S)NNC(=O)Cc2cccs2)cc1OC	0	-1	-1	-27	-1	-7	1	0.8	4
Cc1noc(C)c1-c1ccc(C(=O)NCc2ccccc2)c2occc12	-3	-1	nt	nt	-1	2	2	nt	-2
Cc1nc2ccc(NC(=O)c3cccs3)cc2s1	5	7	4	28	-1	7	2	0.0	-7
Cc1cc(C)cc(OCC(=O)Nc2cc(C)on2)c1	8	6	2	7	-3	2	0	-0.7	2
COC(=O)c1ccc(C)c(NC(=O)CSc2sc3c(O)cc(=O)[nH]c3c2C#N)c1	-2	7	-1	-4	-3	7	1	-1.5	-4
Cc1ccc(S(=O)(=O)NCc2ccccc2)cc1C(=O)N(C)Cc1ccc(F)cc1	-6	4	6	-6	-1	-1	5	-0.6	0
O=[N+]([O-])c1ccc(C2=Nn3c(Cn4nnc5ccccc54)nnc3SC2)cc1	-1	8	10	6	-7	7	2	-1.8	0
CC(C)NC(=O)N1c2ccccc2Sc2ccccc21	-7	7	5	-4	-10	21	-1	-1.1	-14
CCO[C@H]1OC(C(=O)O)=C[C@@H](c2ccc(C(F)(F)F)cc2)[C@@H]1CCCO	16	-8	0	-4	5	7	2	1.2	5
CC(C)(C)n1ncc2c(=O)n(CC(=O)N3CCN(c4ccccc4)CC3)cnc21	-1	-6	nt	8	-1	-4	2	-0.4	-3
Cc1ccsc1C(=O)N1CCC1(C)C(=O)NCc1cccc2ccccc12 (stereo not given)	0	-3	nt	nt	-1	3	1	nt	8
CCn1c(=O)c(C(=O)CN2CCCc3ccccc32)c(N)n(Cc2ccccc2)c1=O	-1	7	37*	1	-5	2	1	1.3	-5
CN(C)S(=O)(=O)n1cc(/C=C(\NC(=O)c2ccccc2Cl)C(=O)NCCCN2CCOCC2)c2ccccc21	-6	10	-5	-14	-3	3	11	-2.7	-7
CC(C)(C)NC(=O)C(c1ccccc1)n1c(=O)c(-c2ccccc2)nc2ccccc21 (stereo not given)	1	-1	nt	nt	2	3	0	nt	-1
NS(=O)(=O)c1cccc(NS(=O)(=O)c2ccc(/C=C/C(=O)OCC(=O)c3ccccc3)cc2)c1	1	9	0	-4	-3	6	0	5.2	-5
COc1cccc(CC(=O)OCC(=O)NC2(C#N)CCCCC2)c1	4	8	-1	-2	-4	-3	0	0.2	7
COc1ccc(NCCNc2ccc(OC)cc2)cc1	-7	5	-4	11	-5	-10	2	-0.2	7
C/C(=N/NC(=O)c1ccc2nc[nH]c2c1)c1cccs1	-16	18	-5	18	4	14	11	-2.1	-9
COc1ccc(S(=O)(=O)Nc2ccccc2C(=O)NCc2ccco2)cc1Br	-4	-8	1	-3	0	-4	3	1.5	-1
CCOc1ccc(C2NC(=O)c3n[nH]c(C)c32)cc1 (stereo not given)	4	2	-2	1	1	0	0	-1.5	0
COc1ccc(N=Cc2cccc(C)c2O)cc1Cl	-7	5	-1	-6	3	-5	11	7.7	-8
O=C(Cn1nc(C(=O)O)c2ccccc2c1=O)Nc1cc(C(F)(F)F)ccc1-n1cncn1	11	-3	2	-9	2	-5	3	-1.1	7
CCc1nc2ccc(C(=O)N3CCN(C(C)=O)CC3)cn2c1N(CC)C(C)=O	-8	14	nt	nt	1	-8	0	nt	4
COc1cc(-c2coc3c(C(=O)NCc4ccc(N(C)C)cc4)cccc23)ccc1O	-4	0	nt	nt	2	-12	6	nt	-5
Cc1nnc(NCc2n[nH]c(=O)c3ccccc23)c2ccccc12	-1	-3	2	-16	0	-24	3	-0.1	17
CC[C@@H]1CC=C[C@H]2[C@H]1C(=O)N(Cc1ccccc1)[C@H]2c1ccc(C(F)(F)F)cc1	7	-4	-1	-22	2	-9	-1	13	3
CC(C)OC(=O)c1c(NC(=O)c2ccco2)sc2c1CCCCC2	0	9	-4	-16	1	-1	-1	-0.6	-2
O=C(CSc1nc2ccccc2c(=O)[nH]1)Nc1ccccc1O	4	1	0	-8	1	11	3	-2.1	-3
O=c1nc(N2CCCCCC2)nc(N2CCCCCC2)[nH]1	-3	1	1	-17	-11	8	1	-0.4	3
COC(=O)c1c(NC(=O)CCc2ccc(C)o2)sc(C)c1C	-5	-5	3	3	-4	-5	0	-1.3	7

Compound activity as filed in PubChem.
